# AMA1-RON2 inh = disrupts binding of P. falciparum AMA1 to RON2 | 0.2% of 360,000 active | AlphaScreen AMA1-biotinylated RON2 peptide binding | Potency, µM (top dose mostly 58.2 µM), without a hit: top-dose activity change, negative = inhibition, usual class: inhibitors;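 note: potency is the fitted concentration of half-maximal effect; 0% = vehicle wells and -100% = peptide control; nearly all actives have a fitted effect of over 45% in size; some results filed as inactive show a strong effect at the top dose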
#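 AMA1 (3D7) with his tag at 25 nM final met compounds first, then biotinylated RON2 peptide at 25 nM; detection used donor plus acceptor beads, 10 µg/mL apiece, read by AlphaScreen after 30 min at room temperature.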
# HCMV inh = inhibitors of human cytomegalovirus; HFF cells, HCMV-luciferase reporter, 72 h; stronger effect = lower value; activity change, negative = inhibition, % at 57.5 µM; 4.5% of 410,000 active; AID 1259415; in the data active = activity change below about -60%; inconclusive = no clear call, values can overlap the other calls; inactive = above about -39%; note: % is set by controls: 0 for no effect and ±100 for the full control effect
#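 Compounds were evaluated in HFFs infected with an HCMV luciferase reporter virus (MOI 1 PFU/cell). Luciferase in lysates collected 72 h post infection served as the replication measure.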
# Giardia FBPA inh = Giardia lamblia aldolase inhibition | A8B2U2 | AID 2451 | Potency, µM (series often up to 59.6 µM), inactives show at the top dose activity, negative = inhibition, usual class: inhibitors | purified Giardia FBPA | 0.71% of 290,000 active; note: potency is the fitted concentration of half-maximal effect; % is set by controls: 0 for no effect and ±100 for the full control effect; nearly all actives have a fitted effect of over 55% in size
# Target sequence (A8B2U2 whole entry, looked up): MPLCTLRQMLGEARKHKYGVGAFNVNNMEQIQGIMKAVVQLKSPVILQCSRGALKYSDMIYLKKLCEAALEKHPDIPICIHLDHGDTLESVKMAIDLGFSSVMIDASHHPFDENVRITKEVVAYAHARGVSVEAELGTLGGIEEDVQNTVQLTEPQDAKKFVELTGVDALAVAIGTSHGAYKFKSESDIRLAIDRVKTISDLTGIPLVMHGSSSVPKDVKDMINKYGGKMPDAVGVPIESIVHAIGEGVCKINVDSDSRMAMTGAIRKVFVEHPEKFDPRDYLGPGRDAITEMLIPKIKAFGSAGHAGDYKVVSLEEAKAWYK
#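 Giardia FBPA (40 nM reagent) was preincubated 10 min at RT with compound (up to 57.5 uM final), then substrate plus GAPDH/TPI/NAD/arsenate coupling system with diaphorase/resazurin was added; resorufin fluorescence (525/598 nm) was read after 20 min.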
# AmpC no deterg = blocks E. coli AmpC beta-lactamase in detergent-free assay | P00811 | AmpC nitrocefin hydrolysis, absorbance 480 nm, 0.0001% Triton | Potency, µM (top dose mostly 57.1 µM), for inactives: at the highest dose activity change, negative = inhibition, most hits filed as inhibitors | 0.52% of 330,000 active;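 note: potency is the fitted concentration of half-maximal effect; plate controls were no compound for no effect and no enzyme for full effect; nearly all actives have a fitted effect of over 20% in size; some results filed as inactive show a strong effect at the top dose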
# Target sequence (P00811 whole entry, looked up): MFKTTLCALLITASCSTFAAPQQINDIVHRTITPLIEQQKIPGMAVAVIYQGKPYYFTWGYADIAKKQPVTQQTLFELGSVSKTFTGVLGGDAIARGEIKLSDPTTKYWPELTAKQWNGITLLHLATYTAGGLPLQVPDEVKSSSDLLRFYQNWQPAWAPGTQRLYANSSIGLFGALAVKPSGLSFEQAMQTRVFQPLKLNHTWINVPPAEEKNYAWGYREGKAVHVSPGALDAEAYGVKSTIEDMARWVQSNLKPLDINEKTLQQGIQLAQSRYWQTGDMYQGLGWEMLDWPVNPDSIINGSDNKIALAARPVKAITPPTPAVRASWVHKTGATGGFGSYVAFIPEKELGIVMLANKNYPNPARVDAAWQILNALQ
#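 20 mM phosphate pH 7.0 + 0.01% (detergent screen) or 0.0001% Triton X-100; 5.3 nM AmpC reagent; cpd preinc 15 min RT; nitrocefin (800 uM stock) to start; A480 q20 s × 4 min; Activity was normalised to no-enzyme and no-compound control wells.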
# AmpC inh detg = blocks E. coli AmpC beta-lactamase in detergent assay. 0.041% of 370,000 active. AID 485294. Potency, µM (doses to about 114 µM), without a hit: at the top dose activity change, negative = inhibition, actives largely listed as inhibitors. AmpC hydrolysis of nitrocefin, absorbance 480 nm, 0.01% Triton;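 note: potency is the fitted concentration of half-maximal effect; 0% = no-compound wells and -100% = no-enzyme wells; nearly all actives have a fitted effect of over 25% in size; some results filed as inactive show a strong effect at the top dose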
#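 AmpC (5.3 nM in the dispensed reagent) in 20 mM phosphate pH 7.0 with 0.01% (detergent screen) or 0.0001% Triton X-100 was preincubated with compounds for 15 min at room temperature. Nitrocefin was then added from an 800 uM solution, and hydrolysis was followed at 480 nm.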
# CHX counter = counter-screen hit for Shiga toxin inhibitors, cycloheximide | cell reporter, cycloheximide protein synthesis inhibition counterscreen | AID 2314 | max response, % | 12% of 300,000 active; in the data active = max response mostly above about 13%, no sharp cut-off; inactive = mostly below about 14%; note: read at 38.3 µM for the half of the compounds with a filed dose; 0% is about no effect
# Shiga inhibitor = blocks Shiga toxin action in Vero cells; Vero cells, Shiga toxin protein synthesis inhibition reporter; inhibition, % at 38.7 µM; 9.2% of 290,000 active; AID 2315; in the data active = inhibition mostly above about 28%, no sharp cut-off; inactive = mostly below about 43%; note: 0% is about no effect
# Starred values were filed as active, the others as inactive; ? = inconclusive; · = no result given; & = joins results of further samples; [ ] = dose if it differs, or a comment. Unless noted, calls come from the whole dose curve; as a rule, active = well fitted curve in the direction sought with a large enough effect; inconclusive = small, poorly fitted or top-dose-only effect, or another doubt; inactive = no such curve, though single readings can be large; an effect the other way counts as inactive or inconclusive.
SMILES	AMA1-RON2 inh	HCMV inh	Giardia FBPA inh	AmpC no deterg	AmpC inh detg	CHX counter	Shiga inhibitor
COc1cc2c(cc1OC)C1[C@H]3C(=CC[C@H]1OC2O)CCN3C (stereo partly drawn)	19%	-103*	·	-18%	·	·	·
O=c1cc(CN2CCC(Cc3ccccc3)CC2)nc2sccn12	7%	1	2%	0%	?	-3	10
COc1ccc2[nH]cc(CC(=O)O)c2c1	2%	0	-1%	-11%	-13%	-2	-6
COc1ccc2[nH]c(=O)c(CN(CC3CCCO3)C(=O)Nc3ccccc3OC)cc2c1 (stereo not drawn)	0%	-1	0%	86%[activator]	-9%	2	-14
CCN1c2ccccc2NC2C1C(C(C)=O)C(=O)N2c1ccc(Cl)cc1 (stereo not drawn)	-12%	33	?	45%	-14%	-1	-9
CCOC(=O)C1CCN(C(=O)C2COc3ccccc3O2)CC1 (stereo not drawn)	-20%	-9	-7%	-4%	0%	7	39
Cc1ccccc1NC(=O)Cc1nc(COC(=O)Cc2ccccc2)cs1	16%	21	·	-16%	-1%	·	·
Cc1cc(C)c2cc(C#N)c(NCCCNC(=O)CCC(=O)O)nc2c1	12%	-10	17%	-11%	?	-2	1
Cc1cccc(C(=O)NNC(=S)NC(=O)c2cccs2)c1	79%[activator]	-28	?	-22%	-7%	1	-3
COc1ccccc1CNC(=O)COC(=O)c1ccc(Cl)c(N)c1	-5%	-5	-9%	-25%	-2%	7	-20
CCCCCCN(C(=O)CCCCCN1C(=O)NC(c2ccc(-c3ccccc3)cc2)C(C(=O)OCc2ccccc2)=C1C)C(C(=O)NCCCC)c1ccc(-c2ccccc2)cc1 (stereo not drawn)	·	7	4%&3%	-5%	0%	-6	-5
O=C(COc1ccccc1)Nc1ccc2c(c1)C(=O)N(CC1CCCO1)C2=O (stereo not drawn)	-6%	0	5%	-28%	-5%	3	-21
O=C(C1Cc2ccccc2CN1S(=O)(=O)c1ccc(F)cc1)N1CCOCC1 (stereo not drawn)	3%	9	5%	1%	?	-5	-11
Cc1ccc(S(=O)(=O)N2CCOCC2)cc1C(=O)NCC1CCCCC1	20%	-25	·	28%	2%	·	·
CCOc1ccc(NS(=O)(=O)c2ccc3c(c2)N(C(C)=O)CCS3)cc1	16%	-65*	·	-4%	-4%	-1	-4
C=CC[C@H](CC(=O)N(CCO)Cc1ccccc1)C(=O)N[C@@H](COC(=O)[C@@H](CC=C)CC(=O)OC(C)(C)C)Cc1c[nH]c2ccccc12	-12%	39	·	166%[activator]	·	·	·
CCN1C(=O)[C@@H]2[C@@H](c3ccc(-c4cccc(Cl)c4)c(OC)c3)N3CCCC[C@@]3(C(=O)OC)[C@@H]2C1=O	-13%	11	·	49%	-7%	·	·
CCc1ccc(C2c3[nH]c4ccccc4c3CCN2C(=O)c2cc[n+]([O-])cc2)cc1 (stereo not drawn)	-7%	49	0%	129%[activator]	1%	-2	26
O=C(NCCc1c[nH]c2ccccc12)C1CCN(S(=O)(=O)c2ccccc2F)CC1	-5%	36	7%	-39%	2%	-2	-4
CCCCN(C)CCCNC(=O)c1cc(-c2cccs2)nc2ccccc12	0%	-2	1%	73%[activator]	-1%	-5	-5
O=C(Nc1ccc(N2CCOCC2)cc1Cl)C1CCN(C(=O)OCc2ccccc2)CC1	-8%	-5	-7%	56%	13%	-1	-8
COc1ccc(NS(=O)(=O)c2ccc(NC(=S)NC(=O)CC(C)C)cc2)cc1	-2%	19	1%	-56%	?	1	-7
Cc1sc(NC(=O)c2ccc(OCC(C)C)cc2)c(C(N)=O)c1-c1ccc(Cl)cc1Cl	12%	?	-1%	-37%	-9%	-1	-23
O=C(O)CCC(NC(=O)C1CCCN1C(=O)OCc1ccccc1)C(=O)O (stereo not drawn)	-1%	-21	11%	-2%	-7%	29	-14
CCOc1ccc(C(=O)NCC(=O)OCc2c(C)noc2C)cc1	15%	-22	-1%	-15%	-15%	-2	-9
COC(=O)c1cc(-c2ccccc2)on1	15%	-18	-1%	-11%	-10%	-3	-8
CCCCOC(=O)CN1C(=O)c2ccc(C(=O)OCCCC)cc2C1=O	69%[activator]	22	2%	-18%	-14%	-2	8
Cc1ccc(-c2nc(-c3nccc4ccccc34)oc2-c2ccccc2)cc1	46%[activator]	4	-14%	-17%	-6%	22*	98*
Cc1ccc(COC(=O)CCCN=C2NS(=O)(=O)c3ccccc32)cc1	6%	-25	·	-23%	-18%	·	·
O=C(OC(C(=O)NCc1cccs1)c1ccccc1Cl)c1ccco1 (stereo not drawn)	-3%	27	-5%	-34%	?	0	-11
Cc1cc(NC(=O)CCN2CCC(C(N)=O)CC2)ccc1Br	1%	8	-2%	18%	6%	-1	-8
CCCn1c(C(=O)OC)cc2c1ccn2-c1ccc(F)cc1	-24%	-11	·	-11%	3%	17	8
COc1ccc(N2CCN(S(=O)(=O)c3cccc4nsnc34)CC2)cc1	-22%	-16	6%	-11%	-10%	-3	4
COC(=O)[C@@H](NC(=O)NCCC1=CCCCC1)C(C)C	3%	-6	2%	4%	12%	-3	-1
CCOC(=O)C(=O)Nc1nnc(C2CCCCC2)s1	-3%	62	3%	-50%	4%	8	13
COc1ccc(C(=O)CSc2nnc(-c3cnccn3)n2Cc2ccco2)cc1	?	-5	-12%	69%[activator]	-10%	0	4
O=C(COc1ccc(Cl)cc1)Nc1ccc2c(c1)nc1n2CCOC1	-7%	-38	·	4%	0%	16	-5
O=C(/C=C/c1ccc(Br)o1)NCc1ccccc1	-2%	0	-26%	-27%	-6%	-1	17
Cc1ccc(NC(=O)CCNS(=O)(=O)c2ccc(OC(F)(F)F)cc2)c(O)c1	18%	-6	·	-21%	8%	1	-14
N#CC1=C(N)SC(N)=C(C#N)C1C1C=CCCC1 (stereo not drawn)	11%	20	-25%	-22%	-11%	6	0
CCCc1cc(-n2ccnc2)n2c(nc3ccccc32)c1C#N	0%	-12	-15%	-7%	?	-2	-7
COc1cc(/C=C/c2ccc3cccc(OC)c3n2)c(O)c([N+](=O)[O-])c1	-11%	-37	-3%	56%	-9%	1	18
Cc1ccc(S(=O)(=O)N(C)c2ccccc2C(=O)Nc2ccc(F)cc2F)cc1	-11%	-23	-15%	-8%	?	-2	-2
O=C1N(c2ccc(Cl)c(Cl)c2)CN(Cc2ccccc2)CN1n1cnnc1	-10%	-34	25%	-28%	-3%	-1	-9
O=C1CCN(Cc2ccc(O)cc2)CCN1[C@H](CO)Cc1ccccc1	-1%	-3	7%	-13%	4%	4	-1
Cc1ccc(C2CC(=O)Nc3sc(C(N)=O)c(N)c32)cc1 (stereo not drawn)	-7%	0	-17%	·	-1%	-3	-10
C=CCn1c(C)c(/C=C/c2cc[n+](C)cc2)c2ccccc21	-10%	-96*	-12%	1%	9%	-3	·
COc1cccc(N2CCN(C3CC(=O)N(c4ccc(C)c(Cl)c4)C3=O)CC2)c1 (stereo not drawn)	0%	79	-2%	59%	?	-4	-16
Cc1ccc(O)c(Nc2c3ccccc3nc3ccccc23)c1	?	-36	-2%	7%	-7%	21*	33*
Cc1ccc(N(C(=O)Cn2nnc3ccccc32)C(C(=O)NCc2ccccc2)c2ccccn2)cc1 (stereo not drawn)	-11%	?	4%	30%	-2%	-3	-3

# (continued)
SMILES	AMA1-RON2 inh	HCMV inh	Giardia FBPA inh	AmpC no deterg	AmpC inh detg	CHX counter	Shiga inhibitor
CC(NC(=O)CC(c1ccccc1)c1cc(Cl)ccc1O)c1ccccc1 (stereo not drawn)	-11%	-31	-6%	-32%	-8%	-5	-4
CN1c2ccccc2C(=O)/C(=C\Nc2ccc(F)cc2F)S1(=O)=O	-4%	34	-9%	-25%	2%	-1	-13
CN(C(=O)CCn1c(=S)oc2ccccc21)c1ccc(F)cc1	0%	-89*	3%	-9%	-6%	2	-6
O=C(Cc1cccs1)N/N=C/C=C/c1ccccc1	8%	46	-1%	-18%	-5%	25*	59*
CCc1ccc(NC(=O)Cn2nc(C(F)(F)F)c3c2CCC3)cc1	-4%	?	0%	-17%	-6%	-4	14
CCn1c(C)nc2cc(C(=O)N=Nc3c(O)[nH]c4c(C)cc(C)cc34)ccc21	·	-37	8%	-11%	-2%	4	8
O=C(O)C1CC=CC2CCN(C3CC3)C(=O)C21 (stereo not drawn)	·	·	2%	·	·	8	17
O=C1NCCO1	1%	-22	·	-7%	-8%	·	·
CCOC(=O)c1c(C)c(C(=O)NCc2ccco2)c(C)n1C	-2%	-28	7%	3%	0%	5	-10
Cc1ccc(NC(=O)/C=C/C(=O)O)c([N+](=O)[O-])c1	-3%	-5	17%	-21%	-13%	-2	12
Brc1cnc(N2CCCC2)nc1N1CCOCC1	14%	34	-2%	-8%	5%	1	-8
CC1(C)OC(=O)C(=CNCCc2ccc(O)cc2)C(=O)O1	-6%	-9	2%	-18%	-2%	9	-23
CCCCN(CC)S(=O)(=O)c1ccc(C(=O)N=c2sc3cc(NC(C)=O)ccc3n2C)cc1	-4%	-72*	9%	-5%	0%	-3	-23
Cc1cc(=O)c(C(=O)O)cn1Nc1ccc(F)cc1	-1%	-13	-2%	-1%	3%	-2	-11
CO/N=C/C(C#N)=C/c1cc(C(=O)c2ccc(F)cc2)cn1C	-1%	?	-1%	-24%	4%	-7	-19
Cc1onc(-c2c(Cl)cccc2Cl)c1C(=O)Nn1cnnc1	-2%	1	3%	-9%	-14%	-3	-5
COc1ccc(CN2CCN(C(=O)c3ccco3)CC2)cc1	-5%	27	-1%	-2%	-14%	-5	-10
COc1ccc(C(C)(C)C)cc1NC(=O)CCCn1c(=O)oc2ccccc21	-3%	-32	0%	66%[activator]	?	-4	-14
N#Cc1cccc(Cn2nnc(-c3ccccc3)n2)c1	-7%	-5	-9%	-5%	-7%	13*	21

# Whole records from above.
# CCn1c(C)nc2cc(C(=O)N=Nc3c(O)[nH]c4c(C)cc(C)cc34)ccc21 reads AMA1-RON2 inh: ·; HCMV inh: -37; Giardia FBPA inh: 8%; AmpC no deterg: -11%; AmpC inh detg: -2%; CHX counter: 4; Shiga inhibitor: 8
# Brc1cnc(N2CCCC2)nc1N1CCOCC1 reads AMA1-RON2 inh: 14%; HCMV inh: 34; Giardia FBPA inh: -2%; AmpC no deterg: -8%; AmpC inh detg: 5%; CHX counter: 1; Shiga inhibitor: -8
# CO/N=C/C(C#N)=C/c1cc(C(=O)c2ccc(F)cc2)cn1C reads AMA1-RON2 inh: -1%; HCMV inh: ?; Giardia FBPA inh: -1%; AmpC no deterg: -24%; AmpC inh detg: 4%; CHX counter: -7; Shiga inhibitor: -19
